JMJD2E inh: JMJD2E (human) inhibition; Potency, µM (highest dose often 57.1 µM), for the others: top-dose activity change, negative = inhibition, usual class: inhibitors; B2RXH2; actives 1.6% (n = 230,000); JMJD2E catalytic domain, FDH-coupled NADH fluorescence (FDH is formaldehyde dehydrogenase); active means well fitted inhibition curve with a large enough effect, not every such curve was filed as active; inconclusive means small, poorly fitted or top-dose-only effect, or another doubt; inactive means no such curve, though single readings can be large or run the other way;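 further: 0% = wells with enzyme and -100% = buffer wells without enzyme; nearly all actives have a fitted effect of over 50% in size; many of its hits are not listed in these tables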
Target sequence (B2RXH2 1-337 limits assumed): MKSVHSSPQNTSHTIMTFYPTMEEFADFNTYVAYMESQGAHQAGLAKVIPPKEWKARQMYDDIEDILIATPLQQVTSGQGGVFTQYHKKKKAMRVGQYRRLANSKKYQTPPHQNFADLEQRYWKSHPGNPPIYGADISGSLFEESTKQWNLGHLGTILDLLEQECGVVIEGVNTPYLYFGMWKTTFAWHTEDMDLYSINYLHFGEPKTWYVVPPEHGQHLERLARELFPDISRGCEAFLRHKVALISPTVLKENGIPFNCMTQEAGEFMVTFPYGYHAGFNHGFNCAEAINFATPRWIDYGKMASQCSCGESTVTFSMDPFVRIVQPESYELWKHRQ
HTT ATP protect: Huntington cell model cytoprotection by ATP luminescence. PC12 HTT-Q103 induced, cytoprotection, ATP luminescence, 40 h. Potency, µM (top dose mostly 56.4 µM), without a hit: cytoprotection (ATP increase), hits mostly activators. actives 0.14% (n = 230,000). AID 1471;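 further: % of control where 0% means no effect; nearly all actives have a fitted effect of over 45% in size; toxic huntingtin expression switched on by the ecdysone agonist tebufenozide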
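PC12 cells stably carrying ecdysone-inducible Htt exon 1 (Q103)–GFP were induced with 100 nM tebufenozide (final) alongside library compounds in a dose series. Cytoprotection was scored as retained ATP by ATPlite luminescence.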
Tau FP inhib: blocks human tau fibril formation measured by polarization. P10636. K18 P301L tau heparin fibrillization, Alexa594 FP, 6 h. Potency, µM (series often up to 57.7 µM), for the others: at the highest dose activity, negative = inhibition, actives largely listed as inhibitors. actives 0.39% (n = 280,000). AID 1468; further: on the % scale 0 is the no-effect control and ±100 the full control effect; nearly all actives have a fitted effect of over 55% in size
Target sequence (P10636 561-689 P618L limits assumed): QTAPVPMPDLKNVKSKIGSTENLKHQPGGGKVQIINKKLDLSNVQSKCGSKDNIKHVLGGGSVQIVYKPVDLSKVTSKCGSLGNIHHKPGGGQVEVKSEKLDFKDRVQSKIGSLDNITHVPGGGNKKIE
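Compound effects on tau fibrillization are measured by Alexa 594 fluorescence polarization (ex 555, em 632 nm). K18 P301L tau is used at 15 uM with 0.24 uM labeled tracer, and 20 uM heparin induces aggregation over 6 hr at 37 C.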
Tau ThT inhib: tau fibrillization inhibition (ThT binding). P10636. recombinant tau K18 P301L, heparin-induced fibrillization, ThT fluorescence. Potency, µM (doses to about 57.4 µM), for the others: at the highest dose activity, negative = inhibition, usual class: inhibitors. actives 2.1% (n = 270,000); further: on the % scale 0 is the no-effect control and ±100 the full control effect; nearly all actives have a fitted effect of over 55% in size
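Heparin-induced fibrillization of the P301L-mutant K18 repeat-domain fragment of human tau was followed by ThT binding in quantitative high-throughput format.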
SMN2 splice enh: increases expression of the SMN2 splice variant | AID 1458 | actives 2.8% (n = 210,000) | HEK293 SMN2-luciferase splicing reporter, luminescence, 30-36 h | Potency, µM (top dose mostly 46.1 µM), for inactives: at the top dose activity change, positive = activation, actives largely listed as activators; further: % of control where 0% means no effect; nearly all actives have a fitted effect of over 55% in size
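qHTS luciferase splicing reporter: luminescence rises when SMN2 exon 7 is included in transfected HEK293 cells. Compound exposure lasted 30-36 h at 37C, with 4.5 mM final sodium butyrate as control, followed by a ONE-Glo read.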
ALDH1A1 block: blocks purified human ALDH1A1 activity. P00352. Purified ALDH1A1, NADH fluorescence, propionaldehyde substrate. Potency, µM (highest dose often 75.3 µM), for the others: at the top dose activity, negative = inhibition, usual class: inhibitors. actives 7.3% (n = 220,000). AID 1030; active means well fitted inhibition curve with a large enough effect, not every such curve was filed as active; inconclusive means small, poorly fitted or top-dose-only effect, or another doubt; inactive means no such curve, though single readings can be large or run the other way;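 further: plate controls were no enzyme wells and a reference inhibitor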
Target sequence (P00352 whole entry, looked up): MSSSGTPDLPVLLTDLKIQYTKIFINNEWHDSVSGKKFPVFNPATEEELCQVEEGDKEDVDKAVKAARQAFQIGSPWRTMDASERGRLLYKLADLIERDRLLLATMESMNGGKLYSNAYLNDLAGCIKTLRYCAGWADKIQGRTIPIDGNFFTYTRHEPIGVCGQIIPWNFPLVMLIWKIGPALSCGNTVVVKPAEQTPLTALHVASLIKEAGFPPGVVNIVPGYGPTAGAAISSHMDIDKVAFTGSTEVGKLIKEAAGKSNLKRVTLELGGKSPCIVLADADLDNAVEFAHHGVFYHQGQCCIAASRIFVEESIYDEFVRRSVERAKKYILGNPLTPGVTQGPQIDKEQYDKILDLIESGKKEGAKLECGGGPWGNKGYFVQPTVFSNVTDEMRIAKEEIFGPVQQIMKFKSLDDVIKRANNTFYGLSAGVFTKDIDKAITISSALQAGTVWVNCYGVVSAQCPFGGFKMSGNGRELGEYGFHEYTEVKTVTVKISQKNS
Tau fluor cs: counter-screen for tau fibril formation inhibitors. tau K18 P301L (four-repeat tau fragment) Alexa594 fluorescence, heparin fibrillization. Potency, µM (doses to about 57.7 µM), inactives show top-dose activity change, negative = decrease. AID 1463. actives 0.93% (n = 280,000); further: on the % scale 0 is the no-effect control and ±100 the full control effect; nearly all actives have a fitted effect of over 55% in size
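Human K18 P301L tau (15 uM unlabeled plus 0.24 uM Alexa 594-labeled, final) in 100 mM sodium acetate pH 7 was mixed with compound and 20 uM heparin and incubated 6 hr at 37 C.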
HttQ103 aggreg: reduces HttQ103-GFP aggregates in PC12 cells. PC12 HttQ103-GFP aggregates, Acumen cytometry, 40 h. Potency, µM (series often up to 46.1 µM), without a hit: at the top dose activity change, negative = inhibition, hits mostly inhibitors. actives 1.1% (n = 220,000); further: on the % scale 0 is the no-effect control and ±100 the full control effect; nearly all actives have a fitted effect of over 60% in size
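Aggregate formation scored by laser-scanning cytometer (488 excitation, 500–530 emission) in lysed PC12 cells expressing Q103-GFP after 100 nM tebufenozide induction; library tested in dose series, with ATPLite reagent added in the multiplex.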
* = called active by the depositor; ? = inconclusive; nt = not tested or not shown; [ ] = remark or other dose. Unless noted, the call rests on the fitted dose curve; in most records, active means well fitted curve in the direction sought with a large enough effect; inconclusive means small, poorly fitted or top-dose-only effect, or another doubt; inactive means no such curve, though single readings can be large; an effect the other way counts as inactive or inconclusive. Potency means the concentration at half of the fitted maximal effect.

Molecule	JMJD2E inh	HTT ATP protect	Tau FP inhib	Tau ThT inhib	SMN2 splice enh	ALDH1A1 block	Tau fluor cs	HttQ103 aggreg
COc1ccc(-c2c(C#N)c(N)nc3sc(C(=O)c4ccc(C)cc4)c(N)c23)cc1	9%	14%[10 µM]	?	-5%	-25%	?	-20%	12%
COC(=O)CSc1nnc(-c2sc3ccccc3c2Cl)o1	?	-53%[inhibitor]	-2%	?	-10%	?	-8%	1%
Cc1onc(-c2c(Cl)cccc2Cl)c1-c1nc2cc(Cl)ccc2c(=O)o1	-28%	-6%[10 µM]	-12%	?	nt	?	-18%	5%[9.22 µM]
O=C(NCCO)c1ccc(Oc2ccc(C(F)(F)F)cc2[N+](=O)[O-])cc1	4%	-11%[10 µM]	7%[2.34 µM]	-4%	nt	12%	-5%	-15%[9.22 µM]
CCOC(=O)c1sc(NC(=O)CSc2n[nH]c(-c3ccncc3)n2)c(C#N)c1C	?	-91%[inhibitor][10 µM]	-6%	-18%	nt	35µM*	-21%	7.1µM*
COc1cc(-n2c(=O)c3ccccc3n(Cc3cccc(F)c3)c2=O)cc(OC)c1OC	-24%	-45%[inhibitor]	-1%	-10%	-16%	4%	-8%	2%
Cc1ccc(CO)cc1Nc1ncnc2onc(-c3ccc(F)cc3)c12	nt	nt	-10%	-5%	-13%	nt	-10%	nt
CN(C)S(=O)(=O)c1ccc(N2CCCC2)c(C(=O)N2CCN(c3ccc([N+](=O)[O-])cc3)CC2)c1	-2%	-30%	5%	?	-7%	14µM*	-10%	-19%
CCOC(=O)C(NCc1ccccc1OC)(NC(=O)c1ccccc1)C(F)(F)F (stereo unspecified)	0%	3%	-7%	-5%	-4%	9%	-10%	-1%
COC(=O)c1ccc(C(=O)OC)c(NC(=S)N2CCN(c3ccccc3)CC2)c1	-2%	-5%	5%	?	-13%	-4%	?	7%
Cc1occc1-c1nnc(SCC(=O)N2c3ccccc3CCc3ccccc32)n1C	9%	-2%	-2%	-10%	-4%	?	-5%	9%
O=C(CCc1nnc(Cc2ccc(-c3ccccc3)cc2)o1)NCCc1cccnc1	7%	4%[10 µM]	3%	-7%	nt	?	4%	1%[9.22 µM]
COc1ccc(NC(=S)N2CCN(Cc3ccco3)CC2)c(OC)c1	5%	17%[10 µM]	6%	-7%	19%	4%	-7%	16%
COc1ccccc1N1CCN(C(=O)c2ccc3c(c2)CCN3S(=O)(=O)c2ccccc2)CC1	nt	nt	16%	-1%	-38%[inhibitor]	nt	-2%	nt
Cc1cc(C)cc(NC(=O)C2CCN(C(=O)c3cnn(-c4ccccc4)c3-n3cccc3)CC2)c1	nt	nt	-4%	-12%	-21%	nt	-29%	nt
O=C(Nc1ccccc1N1CCN(c2ccccc2)CC1)c1ccccc1F	2%	0%[10 µM]	-8%	?	-35%[inhibitor]	?	-27%	5%[9.22 µM]
CC(CCC(=O)O)C1CCC2C3CC[C@H]4CC(O)CC[C@@]4(C)C3C=C[C@]12C (stereo partly specified)	?	-69%[inhibitor]	?	?	-10%	-17%	?	nt
CC(=O)N1CCc2cc(S(=O)(=O)NC(Cc3ccccc3)C(=O)Nc3ccc(Cl)cc3)ccc21 (stereo unspecified)	nt	nt	-11%	6%	-28%	nt	-18%	nt
Cc1ccc(-c2nnc(Nc3ccc(S(N)(=O)=O)cc3)c3ccccc23)cc1S(=O)(=O)N1CCCCC1	nt	nt	?	5%	-6%	nt	-22%	nt
O=C(Cn1cnc2ccccc2c1=O)N1CCN(c2ccccc2)CC1	-5%	-13%[1.9 µM]	-5%	-8%	7%	0%	-10%	6%
Cc1ccc(C)c(CSc2nc3[nH]ncc3c(=O)[nH]2)c1	2%	-21%[10 µM]	-9%	1%	-10%	12%	-4%	-25%
CCOC(=O)C1CCCN(C(=O)c2ccccc2NC(C)=O)C1 (stereo unspecified)	1%	-5%[1.9 µM]	4%	5%	-2%	4%	7%	-8%
C(=N\Nc1nc(Nc2ccccc2)nc(Nc2ccccc2)n1)/c1ccncc1	-16%	nt	?	-1%	17%	-3%	-2%	nt
CCC(=O)N1CCN(C(=O)c2ccccc2)CC1	4%	-25%[1.9 µM]	-7%	0%	-13%	5%	-11%	nt
COc1ccc(CC(=O)Nn2c(-c3ccccc3)nc3ccccc3c2=O)cc1	1%	18%[10 µM]	2%	4%	-22%	1µM*	4%	17%
O=C(CSc1ccccc1C(=O)NCc1ccccc1)NC12CC3CC(CC(C3)C1)C2	-13%	-20%[10 µM]	7%	-8%	-15%	-10%	-8%	-3%
COc1ccc(OC)c(NC(=O)CN(c2ccccc2OC)S(=O)(=O)c2ccc(C)cc2)c1	nt	nt	1%	-16%	-23%	nt	?	nt
Cc1sc2ncn(CC(=O)Nc3cccc(C(F)(F)F)c3)c(=O)c2c1S(=O)(=O)N1CCC(C)CC1	nt	nt	-12%	4%	1%	nt	-19%	nt
CCN(C#N)c1nc(NC(C)C)nc(NC(C)(C)C)n1	13%	-9%[10 µM]	-3%	-7%	nt	-4%	-7%	-6%[9.22 µM]
COc1ccccc1/C=C/c1nc(C#N)c(NCCc2ccccc2)o1	nt	nt	?	?	-11%	nt	3.5µM*[quencher]	nt
CCOC(=O)Cc1csc(NC(=O)COc2ccc3c(C)cc(=O)oc3c2)n1	4%	6%[10 µM]	0%	-11%	nt	?	-12%	13%[9.22 µM]
c1cc2c(cc1CN1CCOCC1)OCO2	4%	-22%	7%	-1%	26%	3%	-12%	4%
O=C(COc1cccc(Oc2ccccc2)c1)Nc1ncccn1	2%	-27%[10 µM]	-3%	-6%	3%	4%	-4%	-17%
C=CCn1c(SCc2c(F)cccc2Cl)nnc1-c1ccco1	2%	-8%	7%	-5%	nt	?	4%	2%
Cn1c(SCC(=O)N2CCN(C(=O)c3ccco3)CC2)nnc1-c1ccc(NS(C)(=O)=O)cc1	-17%	9%[10 µM]	-8%	?	nt	?	-17%	-6%[9.22 µM]
N#Cc1ccc(N2C(=O)[C@@H]3C(C(=O)c4ccc5ccccc5n4)=NN[C@@H]3C2=O)cc1	2%	-1%[10 µM]	-4%	8%	3%	7.9µM*	1%	17%
O=C1Nc2ccc(S(=O)(=O)NCc3ccccn3)c3cccc1c23	?	-6%	-3%	-11%	-10%	?	-6%	-3%[9.22 µM]
Cc1nc2ncnn2c(C)c1CCC(=O)NCc1ccccc1Cl	nt	nt	2%	-2%	3%	nt	-5%	nt
CN(Cc1c(C(=O)N(C)Cc2ccccc2)nc2ccccn12)CC1Cc2ccccc2O1 (stereo unspecified)	-4%	-21%	-3%	-10%	nt	14µM*	-12%	-10%
O=C(Nc1ccccc1)OC1CC2CC1C1CCCC21 (stereo unspecified)	5%	-59%[inhibitor]	1%	-14%	nt	-4%	-17%	-30%

Some of the entries above in another layout:
The line under a structure holds: JMJD2E inh, HTT ATP protect, Tau FP inhib, Tau ThT inhib, SMN2 splice enh, ALDH1A1 block, Tau fluor cs, HttQ103 aggreg
- Cn1c(SCC(=O)N2CCN(C(=O)c3ccco3)CC2)nnc1-c1ccc(NS(C)(=O)=O)cc1
→ -17%, 9%[10 µM], -8%, ?, nt, ?, -17%, -6%[9.22 µM]
- N#Cc1ccc(N2C(=O)[C@@H]3C(C(=O)c4ccc5ccccc5n4)=NN[C@@H]3C2=O)cc1
→ 2%, -1%[10 µM], -4%, 8%, 3%, 7.9µM*, 1%, 17%

Two of the compounds above, with each value named.
COc1ccccc1N1CCN(C(=O)c2ccc3c(c2)CCN3S(=O)(=O)c2ccccc2)CC1
  JMJD2E inh: nt; HTT ATP protect: nt; Tau FP inhib: 16%; Tau ThT inhib: -1%; SMN2 splice enh: -38%[inhibitor]; ALDH1A1 block: nt; Tau fluor cs: -2%; HttQ103 aggreg: nt
Cc1cc(C)cc(NC(=O)C2CCN(C(=O)c3cnn(-c4ccccc4)c3-n3cccc3)CC2)c1
  JMJD2E inh: nt; HTT ATP protect: nt; Tau FP inhib: -4%; Tau ThT inhib: -12%; SMN2 splice enh: -21%; ALDH1A1 block: nt; Tau fluor cs: -29%; HttQ103 aggreg: nt

Continued:
Molecule	JMJD2E inh	HTT ATP protect	Tau FP inhib	Tau ThT inhib	SMN2 splice enh	ALDH1A1 block	Tau fluor cs	HttQ103 aggreg
CCN(CC)C(=O)N1CCN(S(=O)(=O)c2ccc(C)cc2)CC1	-3%	32%	0%	-5%	-25%	1%	-5%	-5%
O=C(Nc1ccncc1)c1cccs1	8%	0%	-1%	5%	14%	?	-2%	-7%
CNC(=O)C(=O)N/N=C/c1ccc(Br)cc1	-5%	-5%	-9%	2%	-2%	16%	1%	-9%[9.22 µM]
O=c1ccc(-c2ccc([N+](=O)[O-])cc2)nn1-c1ccccc1	5%	-24%	-12%	-14%	-4%	5%	-12%	1%
CN(C)c1nc(N)nc(-c2ccco2)n1	-6%	-7%	2%	-1%	-6%	-4%	11%	2%
CCOc1ccc(NC(=O)CN2C(=O)C(C)SC(C)C2=O)cc1 (stereo unspecified)	4%	-4%	1%	-14%	-10%	2%	-8%	2%
Cc1ccc(S(=O)(=O)N2CCC(C(=O)NNS(=O)(=O)c3ccc(Cl)cc3)CC2)cc1	2%	-5%	2%	3%	-6%	?	3%	?
O=C(Cc1cccs1)N/N=C/C=C/c1ccccc1	4%	4%[10 µM]	2%	-4%	?	11%	1%	4%
CC(=O)Nc1ccccc1C(=O)C(=O)Nc1cccc(C(=O)NCc2ccccc2)c1	-3%	-23%[10 µM]	-7%	-9%	-5%	?	-20%	14%
Cc1ccc(Nc2nnc(-c3ccc(C)c(S(=O)(=O)N4CCOCC4)c3)c3ccccc23)cc1	nt	nt	-13%	4%	-7%	nt	-6%	nt
Cc1noc(C)c1COc1ccc(CC(=O)NCCc2ccccc2)cc1	0%	-35%	4%	-16%	nt	5%	-9%	-21%
COC(=O)c1sc(-c2ccc(C(C)(C)C)cc2)cc1NC(=O)COCC(=O)O	?	-21%[10 µM]	5%	nt	nt	nt	12%	-21%[9.22 µM]
COCCNC(=S)N(c1ccccc1)C(C)C	-15%	-19%	-4%	-2%	14%	?	0%	25%

Compound activity (PubChem BioAssay)

This is a subset, so the mix of outcomes need not match the whole.
